H1N1 NS1A inhibition – NS1A inhibition, H1N1 influenza, cell based functional assay (AID 504329); NS1A functional cell-based assay, percent inhibition; higher % means a stronger effect; inhibition, % at 12.5 µM, or IC50 in µM where a hit was titrated; 0.3% of 340,000 active; in the data active = a potency from the dose series; inconclusive = inhibition above about 27% without an active follow-up result; also: strong numbers were not always called active
M. tuberculosis – growth inhibition of non-replicating M. tuberculosis (AID 488890); Mycobacterium tuberculosis non-replicating, growth inhibition; higher % means a stronger effect; inhibition, % at 25 µM, or IC50 in µM where a hit was titrated; 0.39% of 320,000 active; in the data active = a potency from the dose series; inconclusive = inhibition mostly from about 82% at the one dose, without a potency; inactive = the rest, 99 in 100 with inhibition below about 76%;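 also: plate controls were DMSO cells for no effect and high antibiotic wells for full effect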
Salmonella PhoP GFP – PhoP regulon inhibitors, Salmonella typhi PhoP promoter GFP reporter, confirmatory (AID 1850). Salmonella Typhi PhoP-promoter GFP reporter, fluorescence, 4 h; higher % means a stronger effect. inhibition, % at 50 µM; hits with a dose series show IC50 in µM. 0.33% of 310,000 active; in the data active = a potency from the dose series; inconclusive = inhibition mostly from about 25% at the one dose, without a potency; inactive = the rest, 99 in 100 with inhibition below about 19%;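 also: 0% = induced wells with vehicle and 100% = uninduced wells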
H37Rv inhibition – M. tuberculosis growth inhibition, HTS (AID 449762); M. tuberculosis H37Rv growth inhibition, 7H9 media; higher % means a stronger effect; one-dose inhibition, % at 25 µM; IC50 in µM for titrated hits; 0.59% of 330,000 active; in the data active = a potency from the dose series; inconclusive = inhibition above about 70% without an active follow-up result;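 also: bacterial growth assessed after seven days of incubation; strong numbers were not always called active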
inhibitors of VEEV – inhibitors of VEEV TC-83 cytopathic effect, confirmation, Vero cells (AID 588727); Vero cells, VEEV TC-83 cytopathic effect inhibition; higher % means a stronger effect; one-dose inhibition, % at 20 µM; IC50 in µM for titrated hits; 0.13% of 350,000 active; in the data active = a potency from the dose series; inconclusive = inhibition mostly from about 14% at the one dose, without a potency; inactive = the rest, 99 in 100 with inhibition below about 12%; also: strong numbers were not always called active
inhibitors of VEEV 10K pilot screen – also measured in inhibitors of VEEV; calls as there; inhibition, %; measured here: 10K pilot screen inhibition
An asterisk follows results filed as active; i = inactive; ? = inconclusive; nt = no result given.

SMILES	H1N1 NS1A inhibition	M. tuberculosis	Salmonella PhoP GFP	H37Rv inhibition	inhibitors of VEEV	others
CC(C)NC(=O)Cn1cc(C(=O)C(=O)N2CCOCC2)c2ccccc21	-3%	4%	-17%	0%	2.2%
Cc1c(Cl)c([N+](=O)[O-])nn1CC(=O)NC12CC3CC(CC(C3)C1)C2	1%	23%	2%	4%	6.0%
O=C(C/C=N/OCc1ccc(F)cc1Cl)c1cnc(-c2ccccc2)s1	6%	13%	-12%	1%	2.8%
COc1ccc(CN2C(=NC(=O)C3CCCCC3)SC3CS(=O)(=O)CC32)cc1 (configuration not stated)	4%	-12%	2%	-3%	i
Cc1cc(C#N)c2ccccc2n1	5%	-6%	1%	-7%	0.1%
CCOc1cc(N2CCOCC2)c(OCC)cc1NC(=O)CN1C(=O)C2CC=CCC2C1=O (configuration not stated)	2%	16%	10%	-6%	1.4%
Cn1c(=O)n(C)c2cc([N+](=O)[O-])c(N3CCNCC3)cc21	3%	6%	-2%	2%	0.8%
Cc1n[nH]c(C)c1CCC(=O)N/N=C/c1cccs1	nt	4%	3%	0%	i
COC(=O)c1c(NC(C)=O)sc(C)c1C	-9%	4%	19%	3%	0.2%
CCOC(=O)C(CC)Sc1nc2c(cnn2-c2ccc(F)cc2)c(=O)[nH]1 (configuration not stated)	-14%	0%	9%	8%	i
COc1ccc(/C=N/NC(=O)c2cc(C3CC3)[nH]n2)cc1OC	-16%	6%	1%	5%	1.2%
Clc1cccc(CN2CCN(Cc3ccco3)CC2)c1	18%	-7%	-2%	0%	2.2%
Cc1ccc(-n2ncc3c2CC(C)(C)CC3NC(=O)c2ccncc2)cc1 (configuration not stated)	-13%	17%	-11%	2%	2.8%
Cc1ccc(C(=O)CSc2ccccc2C(=O)O)cc1	-1%	20%	2%	?	4.5%
NC(=O)N/N=C/c1c(F)c(F)c(F)c(F)c1F	-4%	-21%	-1%	-8%	0.6%
Cn1c(=O)c2c(nc(CN3CCC(C(N)=O)CC3)n2Cc2ccccc2F)n(C)c1=O	1%	6%	3%	-8%	1.5%	inhibitors of VEEV 10K pilot screen=0.5
CC1CCCN(C/C(O)=C(\C#N)c2nc3ccccc3[nH]2)C1 (configuration not stated)	-29%	9%	2%	-15%	i
Cc1nn(Cc2ccccc2Cl)c(C)c1NC(=O)c1cc(-c2ccc(F)cc2)on1	5%	-4%	-7%	3%	4.8%
CCN(CC)P(=O)(c1n(CC)cc[n+]1CC)N(CC)CC	-14%	10%	7%	1%	0.1%
COC(=O)c1ccc(NC(=O)N2CCOCC2)cc1	-6%	1%	-4%	9%	1.3%
CCOc1ccc(CN(C)Cc2cc(=O)oc3cc(C)c(Cl)cc23)cc1	-7%	9%	-3%	10%	0.9%
Cc1cccc(C)c1Nc1c(-c2ccc(N3CCOCC3)cc2)nc2ncccn12	0%	nt	-1%	-2%	0.9%
COc1ccc(C(=O)COC(=O)CCC(=O)Nc2ccc(C(C)=O)cc2)cc1	-4%	-8%	-6%	6%	0.3%
CCOC(=O)c1[nH]c(C)c(/C(C)=N\O)c1C	3%	nt	nt	nt	0.7%

7 compounds drawn at random from those above:
SMILES	H1N1 NS1A inhibition	M. tuberculosis	Salmonella PhoP GFP	H37Rv inhibition	inhibitors of VEEV	others
Cn1c(=O)n(C)c2cc([N+](=O)[O-])c(N3CCNCC3)cc21	3%	6%	-2%	2%	0.8%
Cc1ccc(-n2ncc3c2CC(C)(C)CC3NC(=O)c2ccncc2)cc1 (configuration not stated)	-13%	17%	-11%	2%	2.8%
CCOC(=O)C(CC)Sc1nc2c(cnn2-c2ccc(F)cc2)c(=O)[nH]1 (configuration not stated)	-14%	0%	9%	8%	i
Cc1cccc(C)c1Nc1c(-c2ccc(N3CCOCC3)cc2)nc2ncccn12	0%	nt	-1%	-2%	0.9%
COC(=O)c1ccc(NC(=O)N2CCOCC2)cc1	-6%	1%	-4%	9%	1.3%
COC(=O)c1c(NC(C)=O)sc(C)c1C	-9%	4%	19%	3%	0.2%
CC1CCCN(C/C(O)=C(\C#N)c2nc3ccccc3[nH]2)C1 (configuration not stated)	-29%	9%	2%	-15%	i

Later entries:
SMILES	H1N1 NS1A inhibition	M. tuberculosis	Salmonella PhoP GFP	H37Rv inhibition	inhibitors of VEEV	others
Cc1onc(-c2ccccc2Cl)c1C(=O)N1CC(C)CC(C)C1 (configuration not stated)	-2%	11%	-15%	6%	i
Cc1nn(C(=O)c2cccc([N+](=O)[O-])c2)c(C)c1Br	-1%	-11%	2%	7%	1.8%
O=C(CN1C(=O)c2ccccc2C1=O)Nc1cccnc1	-20%	-13%	15%	-4%	1.3%
COc1ccc(S(=O)(=O)N2CCOC2CNC(=O)C(=O)NCCN2CCOCC2)cc1 (configuration not stated)	-2%	-14%	-8%	-13%	0.6%
Cc1cccn2c(CNC3CCCc4ccccc43)c(C(=O)N3CCOCC3)nc12 (configuration not stated)	17%	nt	-9%	-6%	i
COc1ccc(NC(=O)c2cc3n(n2)C(C(F)(F)F)CC(c2ccc(OC)cc2)N3)cc1 (configuration not stated)	27%	-13%	0%	0%	2.4%
Cc1oc(-c2cccc(Cl)c2)[n+]([O-])c1C	2%	16%	11%	-8%	1.7%
CN1CCC(OC(=O)c2cccc(Cl)c2)CC1	-3%	-9%	4%	-3%	1.2%
Cc1ccc(C)c(OCc2cc(C(=O)N3CC[C@H](O)C3)no2)c1	0%	-2%	-5%	5%	1.8%
Fc1ccccc1N1CCN(Cc2ccc3c(c2)OCO3)CC1	-3%	-8%	7%	-8%	i	inhibitors of VEEV 10K pilot screen=0.3
COc1ccc(-c2cc(C(F)(F)F)nc(SCC(=O)N3CCOCC3)n2)cc1OC	-3%	-6%	-5%	3%	3.1%
Cc1ncoc1C(=O)N1CCCC(C(=O)c2ccc(-c3ccccc3)c(F)c2)C1 (configuration not stated)	14%	1%	-42%	10%	1.4%
Cc1nnc(Cl)c2nn(-c3ccccc3)c(C)c12	26%	-10%	-23%	7%	0.7%
NC(=O)C1(N2CCCCC2)CCN(C(=O)c2cccn3c(=O)c4cc(Cl)ccc4nc23)CC1	22%	3%	9%	0%	i
CN1CCN(c2ccc([N+](=O)[O-])c(N)c2)CC1	4%	-4%	-2%	-1%	0.0%
Cc1cccc(NC(=O)c2c(-c3ccccc3)noc2C)n1	-1%	0%	1%	2%	3.9%
CC1CN2c3ccc([N+](=O)[O-])cc3CC3(C(=O)N(C)C(=O)N(C)C3=O)C2C(C)O1 (configuration not stated)	-1%	-6%	-17%	-1%	0.5%
Cc1c2cnn(CC(=O)N3CCOCC3)c(=O)c2c(C)n1Cc1ccccc1F	-2%	-3%	1%	-14%	i
COc1cc(NS(=O)(=O)c2ccc(Br)cc2)c(OC)cc1NC(=O)c1ccco1	1%	8%	-3%	-2%	6.1%
Clc1cccc(-c2cc3nc4c(c(N5CCN(c6cnccn6)CC5)n3n2)CCCC4)c1	-6%	65%	-1%	?	2.4%
Nc1ncc([N+](=O)[O-])cc1S(=O)(=O)c1ccccc1	nt	-20%	-15%	3%	3.6%
CCCCNC(=O)c1cc(C)nc2ccccc12	-3%	-6%	-4%	4%	i
O=C(Nc1cccc(O)c1)c1cccc(S(=O)(=O)N2CCCCCC2)c1	-4%	nt	nt	nt	3.5%
Oc1ccc(/C=N/NC(=S)N/N=C/c2ccc(O)cc2)cc1	13%	-8%	11%	4%	1.3%
C#CCOCCOCCOCCNc1nc(N2CCOCC2)nc(N2CCN(C(=O)[C@H](CCCN=C(N)N)n3cc(C(N)[C@@H](C)CC)nn3)CC2)n1 (some centres not stated)	-1%	62%	nt	5%	8.6%
COc1ccc(OC)c(CN2C(=O)CCC2(C)C(=O)NC2CCCCCC2)c1 (configuration not stated)	-2%	-5%	-2%	-4%	0.9%
Cc1cc(C(=O)CN2CCC(C)CC2)c(C)n1-c1ccccc1F	3%	16%	0%	1%	i
COc1ccc(C2=NN(c3nc(C)cc(C)n3)C(=O)C2)cc1	-3%	-13%	2%	7%	0.8%
COC(=O)c1cccc(NC(=O)CSc2nnc(COc3cccc(C)c3)n2C)c1	0%	31%	-4%	-6%	1.5%
CCCN1CCN(CC(=O)Nc2nnc(C)s2)CC1	-3%	-5%	0%	-5%	0.4%
O=C(O)CCNc1nc(-c2ccccc2)c2cc(Br)ccc2n1	15%	-8%	1%	9%	1.4%
Cc1ccc(NC=C(S(=O)(=O)c2ccccc2)S(=O)(=O)c2ccccc2)cc1	-1%	73%	-2%	0%	0.1%
COc1ccc(CCNCc2c(OC)ccc3ccccc23)cc1	-9%	30%	5%	9%	i
Cc1ccc(S(=O)(=O)NCCC(=O)NCc2ccc3c(c2)OCO3)cc1C	-1%	19%	7%	1%	2.7%
Cc1ccc(NC(=O)CN(C)C(=O)CSc2ccc3c(c2)OCCO3)cc1	-2%	-9%	nt	4%	i
O=C(CNC(=O)c1sc2ccccc2c1Cl)NCc1cccc(C(F)(F)F)c1	-3%	-8%	0%	-2%	8.6%
C#CCNC(=O)C1=C[C@@H](C2CC2)C[C@@H](OCCCCO)O1	-5%	8%	1%	5%	0.4%	inhibitors of VEEV 10K pilot screen=0.4
Clc1cccc(Cl)c1-c1nnc2cccc(Cl)n12	13%	1%	5%	-11%	9.5%
O=C(CSCc1ccc(Cl)cc1)Nc1ccc(O)cc1C(=O)O	-8%	70%	-7%	17%	1.0%
O=C(CCN1C(=O)C2C3C=CC(C3)C2C1=O)Nc1ccc(F)cc1 (configuration not stated)	-2%	-9%	-2%	-15%	0.1%
COc1cc([C@@H]2CC=C(C(=O)O)[C@H](c3ccccc3F)N2S(=O)(=O)c2ccc(C)cc2)cc(OC)c1OC	4%	-1%	-5%	0%	1.1%
CCN1C(=NCC2CC2)N[C@@H](c2ccccc2)C(C(=O)OC)=C1C	5%	32%	nt	2%	i
CC(=O)c1cccc(NC(=O)c2cccc(S(=O)(=O)N3CCOCC3)c2)c1	1%	-10%	2%	-1%	1.5%
COCCNC(=O)c1ccc(N2CC3CC(C2)c2cccc(=O)n2C3)c([N+](=O)[O-])c1 (configuration not stated)	8%	-6%	-9%	0%	0.4%
OCCCCc1nccc2c1[nH]c1ccccc12	23%	-1%	4%	6%	i
CC(=O)c1nnn(-c2c(F)cccc2F)c1C	-22%	-20%	0%	-6%	0.8%
CCCCOc1nc2c(c(=O)n(C)c(=O)n2C)n1C	16%	-3%	2%	-7%	i
CN1CCN(CCNC(=O)Cn2c(=O)c3cccn3c3ccc(F)cc32)CC1	11%	18%	-3%	9%	0.1%
COc1ccc(N2CC(C(=O)Nc3nnc(SCC(=O)NC(C)(C)C)s3)CC2=O)cc1 (configuration not stated)	5%	26%	4%	-6%	i
COc1cccc(C(=O)N2CCN(S(C)(=O)=O)CC2)c1	-8%	-1%	2%	3%	i
O=C(COc1ccc(Cl)cc1)NC1CC1	-2%	2%	-5%	0%	3.0%
O=C1CCCC2=C1C(c1ccccc1)C1C(=O)c3ccccc3C1=N2 (configuration not stated)	-5%	-5%	-4%	1%	10%
CCC(CC)NC(=O)COC(=O)c1cccc(C)c1O	11%	36%	11%	-1%	0.8%
CN(CC(=O)Nc1ccc(Cl)cc1)C(=O)c1ccc(N2CCCC2=O)cc1	9%	4%	nt	-5%	2.7%
CCOC(=O)c1csc(NC(=O)CSc2nnnn2-c2ccc(OCC)cc2)n1	3%	nt	nt	nt	0.2%
Cn1nc(C(=O)OCC(=O)c2ccc(Cl)cc2)c2ccccc2c1=O	0%	55%	nt	1%	2.3%
COCc1cc(C)nc(SCC(=O)Nc2cccc(C)c2)c1C#N	1%	-6%	6%	-6%	2.3%
O=C(COC(=O)c1ccc[nH]c1=O)NCC1CCCO1 (configuration not stated)	-11%	-5%	-11%	-4%	0.6%
CCC(C(=O)NCCCN1CCN(C)CC1)n1nc(C)n2c(cc3occc32)c1=O (configuration not stated)	-1%	-11%	4%	-4%	1.1%
C[C@@H](C(=O)Nc1ccc2ccccc2c1)[C@H]1C[C@]1(C)[C@H](NC(=O)c1cccnc1)c1ccccc1	nt	59%	2%	?	nt
CCCCCN(C(=O)NC(=O)Nc1ccccc1C)S(C)(=O)=O	1%	0%	-5%	-4%	0.1%
O=C(c1cnn2c(C(F)F)cc(-c3ccccc3)nc12)N1CCCc2ccccc21	2%	7%	-1%	-1%	1.4%
O=C1C=C(c2ccccc2)CO1	-18%	nt	nt	nt	i
